Screens as filed in PubChem.
All columns: NCI-60 one-dose screen, growth in % after 48 h at 10 µM unless noted; 100 = growth as untreated, 0 = no growth, -100 = all killed.
ACHN – ACHN renal cancer; 4.9% of 81,000 active; AID 1794771
RXF 393 – RXF 393 renal cancer cells. 6.9% of 77,000 active. AID 1794773
CAKI-1 – CAKI-1 renal cancer | 4.7% of 75,000 active | AID 1794772
OVCAR-3 – OVCAR-3 ovarian cancer. 7% of 79,000 active. AID 1794787
OVCAR-5 – OVCAR-5 ovarian cancer; 2.9% of 82,000 active; AID 1794783
OVCAR-4 – OVCAR-4 ovarian cancer cells; 3.7% of 80,000 active; AID 1794784
A498 – A498 renal cancer cells. 5.4% of 76,000 active. AID 1794774
OVCAR-8 – OVCAR-8 ovarian cancer | AID 1794782 | 4.4% of 81,000 active
* = called active by the depositor; nt = not tested or not shown; & = joins results of further samples. The calls were made as follows: active = growth percent below 10; inactive = the rest.

SMILES	ACHN	RXF 393	CAKI-1	OVCAR-3	OVCAR-5	OVCAR-4	A498	OVCAR-8
N#Cc1c(N2CCOCC2)nc2n(c1=O)-c1ccccc1Sc1ccccc1-2	100	101	83	107	120	93	109	101
CN(C)CCCC(C#N)(c1ccccc1)C1CCCCC1 (stereo not drawn)	93	82	92	104	96	107	114	102
Cc1cc(=O)oc2cc(OCCOc3ccc(/C=C/C(=O)Nc4ccccc4[N+](=O)[O-])cc3)ccc12	99	122	92	nt	105	110	96	103
CCOC(=O)N1CCN(c2nc(O)c(/C=C3/C(C(=O)OC)=Nc4ccc(F)cc43)s2)CC1	81	93	81	104	96	78	118	82
CNc1nc(S(=O)c2ccc(C#N)cc2)nc2ccccc12 (stereo not drawn)	42	63	40	53	81	69	86	88
C=C(C)[C@@H]1CCC=C2CC[C@]3(C)[C@H](CC[C@@H]4[C@@]5(C)CC=CC(C)(C)[C@@H]5CC[C@]43C)[C@H]21	108	113	85	103	113	101	112	106
Nc1nc2c(ncn2COCCO)c(=O)[nH]1	95	124	99	114	115	113	121	111
CCC(C)(O)Cc1ccc(Cl)cc1 (stereo not drawn)	111	101	101	114	111	103	89	108
NS(=O)(=O)c1cc([N+](=O)[O-])ccc1Cl	111	114	102	107	99	116	94	102
COc1ccc(Nc2ccnc(N)n2)cc1	110	104	103	106	104	111	96	97
C[n+]1c2ccccc2cc2ccccc21	103	nt	nt	84	112	105	119	99
CC(C#N)(c1ccccc1)c1ccccc1	109	113	109	118	107	nt	125	96
COc1cc(-c2nnc(NC(=O)CN3CCN(c4cc5c(cc4F)c(=O)c(C(=O)O)cn5C4CC4)CC3)s2)cc(OC)c1OC	100	104	92	106	95	91	99	86
O=C(O)c1ccc(-c2nn(-c3ccc(C(F)(F)F)cc3)cc2CNc2ccc(Cl)cc2)cc1	57	91	87	75	105	83	69	70
Nc1c(S(=O)(=O)O)cc(Br)c2c1C(=O)c1ccccc1C2=O	107&108	99&111	95&101	121&102	101&113	111&101	97&114	92&106
O=C1CCC2=C3C4CCCC5OC6CC(=O)CCC6=C(C6CCCC(OC2C1)C36)C54 (stereo not drawn)	87	90	105	90	115	114	82	82
COc1ccc2cc(-c3nn(-c4ccc(C(=O)O)cc4)cc3CO)ccc2c1	104	122	nt	93	100	106	95	101
C[N+](C)(CCCCCC[N+](C)(C)C1c2ccccc2-c2ccccc21)C1c2ccccc2-c2ccccc21	106	113	nt	104	108	111	nt	104
COc1ccc(-c2cc(-c3cc(OC)ccc3OC)nc(SCc3ccccc3)c2C#N)cc1	98	88	97	101	98	106	83	100
CC(C)Sc1nc(-c2ccccc2)c(C#N)c(N2CCN(C)CC2)n1	93	100	93	nt	92	96	84	100

Reformatted bar-delimited: entries from further up
Structure | ACHN | RXF 393 | CAKI-1 | OVCAR-3 | OVCAR-5 | OVCAR-4 | A498 | OVCAR-8
N#Cc1c(N2CCOCC2)nc2n(c1=O)-c1ccccc1Sc1ccccc1-2 | 100 | 101 | 83 | 107 | 120 | 93 | 109 | 101
CN(C)CCCC(C#N)(c1ccccc1)C1CCCCC1 (stereo not drawn) | 93 | 82 | 92 | 104 | 96 | 107 | 114 | 102
Cc1cc(=O)oc2cc(OCCOc3ccc(/C=C/C(=O)Nc4ccccc4[N+](=O)[O-])cc3)ccc12 | 99 | 122 | 92 | nt | 105 | 110 | 96 | 103
CCOC(=O)N1CCN(c2nc(O)c(/C=C3/C(C(=O)OC)=Nc4ccc(F)cc43)s2)CC1 | 81 | 93 | 81 | 104 | 96 | 78 | 118 | 82
CNc1nc(S(=O)c2ccc(C#N)cc2)nc2ccccc12 (stereo not drawn) | 42 | 63 | 40 | 53 | 81 | 69 | 86 | 88
C=C(C)[C@@H]1CCC=C2CC[C@]3(C)[C@H](CC[C@@H]4[C@@]5(C)CC=CC(C)(C)[C@@H]5CC[C@]43C)[C@H]21 | 108 | 113 | 85 | 103 | 113 | 101 | 112 | 106
Nc1nc2c(ncn2COCCO)c(=O)[nH]1 | 95 | 124 | 99 | 114 | 115 | 113 | 121 | 111
CCC(C)(O)Cc1ccc(Cl)cc1 (stereo not drawn) | 111 | 101 | 101 | 114 | 111 | 103 | 89 | 108
NS(=O)(=O)c1cc([N+](=O)[O-])ccc1Cl | 111 | 114 | 102 | 107 | 99 | 116 | 94 | 102
COc1ccc(Nc2ccnc(N)n2)cc1 | 110 | 104 | 103 | 106 | 104 | 111 | 96 | 97
C[n+]1c2ccccc2cc2ccccc21 | 103 | nt | nt | 84 | 112 | 105 | 119 | 99
CC(C#N)(c1ccccc1)c1ccccc1 | 109 | 113 | 109 | 118 | 107 | nt | 125 | 96
COc1cc(-c2nnc(NC(=O)CN3CCN(c4cc5c(cc4F)c(=O)c(C(=O)O)cn5C4CC4)CC3)s2)cc(OC)c1OC | 100 | 104 | 92 | 106 | 95 | 91 | 99 | 86
O=C(O)c1ccc(-c2nn(-c3ccc(C(F)(F)F)cc3)cc2CNc2ccc(Cl)cc2)cc1 | 57 | 91 | 87 | 75 | 105 | 83 | 69 | 70
Nc1c(S(=O)(=O)O)cc(Br)c2c1C(=O)c1ccccc1C2=O | 107&108 | 99&111 | 95&101 | 121&102 | 101&113 | 111&101 | 97&114 | 92&106

(continued)
SMILES	ACHN	RXF 393	CAKI-1	OVCAR-3	OVCAR-5	OVCAR-4	A498	OVCAR-8
CCOC(=O)C1=NN(c2ccccc2)C(=O)/C1=C\n1c(=S)sc2ccccc21	87	119	86	106	107	93	111	98
COc1cc(/C=C/C(=O)NO)ccc1OCCOc1ccc2c(C)cc(=O)oc2c1	97	104	95	nt	106	92	90	101
O=C1CN(C2=Nn3c(nnc3-c3cc(C(F)(F)F)cc(C(F)(F)F)c3)SC2)CCN1	106	nt	nt	113	95	124	92	nt
O=C1NC(=Nc2ccc(Cl)cc2)S/C1=C\c1cccs1	105	101	77	102	107	99	92	103
O=C1/C(=C/c2ccco2)CC/C1=C\c1ccco1	104	106	98	103	100	99	59	97
CCOC(=O)C/C(=N\Nc1cc(=O)[nH]c2ccccc12)C(=O)OCC	101	112	85	115	100	104	119	103
Cc1cc(=S)n(C)c2ccccc12	91	102	80	97	87	88	77	96
COc1ccc(Cn2cc(C(=O)N=Nc3c(O)[nH]c4ccc(Br)cc34)nn2)cc1	110	100	98	112	106	105	97	99
O=C(CCCCC(=O)OCC1CCCO1)OCC1CCCO1 (stereo not drawn)	107	115	91	110	99	101	98	102
CC(=O)N/C(=C1/OC(C(O)C(O)C(O)CO)CN1C)[P+](c1ccccc1)(c1ccccc1)c1ccccc1 (stereo not drawn)	100	97	91	112	99	97	120	102
Cc1cccc(Cl)c1NC(=O)Nc1cccc(C#N)c1	105	111	94	95	107	97	88	113
COc1cc2c(cc1OC)C(C1CC1)N(S(N)(=O)=O)CC2 (stereo not drawn)	105	113	99	107	89	104	90	95
CCCCN=C(C)CC(=O)CC(=O)c1ccccc1	96	101	93	76	115	70	93	86
CCCCNC(=S)NS(=O)(=O)c1ccc(CCN2C(=O)/C(=C/c3ccc(F)cc3)N=C2C)cc1	103	114	84	109	103	95	119	104
O=C(CSc1nnc(-c2ccccc2)o1)NC1=NN=C(c2ccc(Cl)cc2)CS1	98	114	nt	108	97	93	102	87
Nc1nc(C(=O)NNC(=S)Nc2ccc(Cl)cc2)nn1-c1ccc(S(N)(=O)=O)cc1	104	108	92	107	109	113	90	105
Nc1cc(S(=O)(=O)c2ccc(O)c(N)c2)ccc1O	87	126	118	118	125	92	115	93
CCCCCC(=O)OCCCCOC(=O)CCCCC	110	120	101	109	102	112	77	106
COc1nc(OC)nc(-c2cnc3cc(O)c(OC)cc3c2)n1	102	105	98	96	100	94	99	98
C/C(=N\NC(N)=S)c1ccc(Nc2nc(SCCC(C)C)nc(-c3ccc(F)cc3)c2C#N)cc1	105	nt	101	139	107	107	112	111

Structures from the list above that contain bromine (two):
SMILES	ACHN	RXF 393	CAKI-1	OVCAR-3	OVCAR-5	OVCAR-4	A498	OVCAR-8
Nc1c(S(=O)(=O)O)cc(Br)c2c1C(=O)c1ccccc1C2=O	107&108	99&111	95&101	121&102	101&113	111&101	97&114	92&106
COc1ccc(Cn2cc(C(=O)N=Nc3c(O)[nH]c4ccc(Br)cc34)nn2)cc1	110	100	98	112	106	105	97	99

Additional results follow:
SMILES	ACHN	RXF 393	CAKI-1	OVCAR-3	OVCAR-5	OVCAR-4	A498	OVCAR-8
O=C(CNc1c(Cl)cccc1Cl)Nc1ccccn1	97	108	84	105	104	101	106	108
O=C(Cc1csc2ccccc12)NCC1CC1	99	96	81	108	100	95	100	99
COc1ccc2[nH]cc(-c3nc(N)nnc3-c3cn(C)c4ncc(Br)cc34)c2c1	10	-14*	-0.3*	-0.8*	21	37	-22*	1.2*
O=C(/C=C/c1ccco1)c1ccc(NC(=O)c2ccccc2CN2C(=O)c3ccccc3C2=O)cc1	97	103	85	103	109	87	nt	98
O=C(CNc1nc2ccccc2[nH]1)Nc1nc2ccccc2[nH]1	96	92	95	104	106	nt	83	92
COc1cc2c(c(OC)c1OC)C(=O)CC(c1cccc(NC(=O)c3cccc(Cl)c3)c1)O2 (stereo not drawn)	92	95	101	89	109	83	69	52
NC(CO)(CO)c1ccccc1	112	101	96	97	101	104	101	103
CC1C(O)CC2CC3OC3(C)CCC3OC3(C)CCC1C2(C)C (stereo not drawn)	96	118	112	113	102	102	92	112
CC1(C)CC[C@]2(C(=O)O)CC[C@]3(C)C(=CC[C@@H]4[C@@]5(C)Cc6c([nH]c7ccccc67)C(C)(C)[C@@H]5CC[C@]43C)[C@@H]2C1	18	67	17	37	81	37	nt	35
Cc1cccc(C)c1OCC(C)N (stereo not drawn)	105	115	100	105	109	104	107	105
O=c1sn(-c2cccc3ccccc23)c(=O)n1Cc1ccccc1	106	99	99	99	112	107	102	94
COC(=O)[C@H](OC(C)=O)[C@H]1C(C)(C)[C@H](OC(C)=O)C2CC3=C4CC(=O)O[C@@H](c5ccoc5)[C@]4(C)CC[C@@H]3[C@@]1(C)C2=O	99	93	92	109	96	86	73	98
Cn1c(=O)c2nc(CCC(=O)Nc3ccccc3)c(=O)[nH]c2n(C)c1=O	106	103	92	104	102	102	88	104
N#CCc1[nH]nc(N)c1C#N	102	117	98	121	104	120	119	102
COC(=O)Nc1ccc(NC(=O)OC)cc1	115	nt	93	111	114	112	97	95
COc1ccc2c(c1)[n+]([O-])c(C#N)c(NC(=O)c1ccco1)[n+]2[O-]	95	nt	96	113	111	94	nt	65
CC(=O)Nc1cc([N+](=O)[O-])ccc1OCc1ccccc1	97&102	100&115	97&92	108&107	93&102	92&100	92&94	98&95
O=S(CC(O)(c1ccccc1)c1ccccc1)CC(O)(c1ccccc1)c1ccccc1	102	102	92	101	107	87	75	nt
Nc1nc(S)cc(=S)[nH]1	nt	124	nt	105	98	118	123	104
COc1ncnc2c1ncn2C/C=C/CCl	95	156	88	107	105	91	102	94
c1ccc(CCc2ccccn2)cc1	104	115	102	118	104	108	106	104
COc1ccc(/C=N/N=C(/c2ccccc2)c2ccc3nc(-c4ccc(Cl)cc4)[nH]c3c2)cc1	88	83	72	nt	81	75	60	80
O=C(C1=C(O)CC2c3ccccc3N(Cc3ccccc3)C12)N1CCCCC1 (stereo not drawn)	102	103	90	116	100	99	87	102
Oc1ccc2ccccc2c1CNc1ccc(Br)cc1	43	104	nt	95	74	90	74	76
CN(C)CCn1c2ccccc2c2nc3cc4ccccc4cc3nc21	7.5*	-43*	4.8*	47	8.0*	48	81	-47*
O=C(/C=C/c1ccc([N+](=O)[O-])cc1)c1cccc(OCCCOc2cccc(C(=O)/C=C/c3ccc([N+](=O)[O-])cc3)c2)c1	105	127	93	105	105	87	112	99
O=C(Cc1ccccc1)Cc1ccccc1	98	nt	98	106	96	97	101	90
N#C/C(=C\c1ccc(Cl)cc1Cl)C(=O)NNc1nc2ccccc2[nH]c1=O	94	97	73	90	105	73	nt	93
Cn1c(=O)c2[nH]c(SCC(=O)Nc3ccc(C(=O)/C=C/c4ccc(Br)cc4)cc3)nc2n(C)c1=O	90	nt	91	101	97	109	102	87
C=C(C)[C@@H]1CC=C2c3sc(Nc4ccccc4C(F)(F)F)nc3C[C@@H](C)[C@]2(C)C1	89	114	84	65	108	81	83	94
CCNCCNc1cc(-c2ccc(C#N)cc2)c(C#N)c2nc3ccccc3n12	3.1*	-11*	57	-48*	76	-34*	61	39
CN1CCN(c2ccc(C(=O)/C=C/c3ccc(Br)cc3)cc2)CC1	31	32	31	18	39	61	96	2.6*
COc1ccccc1CCC(=O)N[C@@H]1CCCN(c2ccc(C(F)(F)F)cn2)C1	116	93	nt	108	106	109	93	83
Cc1cccc2c1nc(-c1c(F)cc(C(=O)O)cc1F)n2Cc1c(F)cccc1F	100	112	nt	113	111	91	109	91
CC(C)COCC(CN(Cc1ccccc1)c1ccccc1)N1CCCC1 (stereo not drawn)	nt	nt	57	72	nt	50	83	nt
